Compound activity: PubChem BioAssay, Small Molecule Screening Facility, UW Madison
PriA SSB inh = K. pneumoniae PriA-SSBct interaction inhibition. inhibition, % at 33 µM. actives 0.6% (n = 430,000). AlphaScreen SSBct-PriA binding, biotinylated peptide; in the data active = inhibition mostly above about 37%, no sharp cut-off; inactive = mostly below about 20%;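 note: plate controls were negative control peptide for no effect and reference peptide for full effect; strong numbers were not always called active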
Starred values were filed as active, the others as inactive; & = joins results of further samples. A portion of the library, so the mix of outcomes need not match the whole.

SMILES	PriA SSB inh
COc1ccc(S(=O)(=O)c2c(C)cc(C)n(CC(=O)NCc3ccccc3Cl)c2=O)cc1	-3
COc1cccc2sc(N(C)CC(=O)NCCC3=CCCCC3)nc12	3
CCN(CC)c1ccc2cc(-c3nnc(-c4ccc(C)cc4)o3)c(=O)oc2c1	-16
COc1ccc(C(=O)Nc2ccc(SCC(=O)N3CCCC3)nn2)c(OC)c1	-6
CCS(=O)(=O)Nc1ccc2c(c1)N(CCOC)CCC2	-14
O=C(Nc1ccccc1Cc1nc(-c2cccs2)no1)c1cc(C2CC2)on1	-2
O=C(NC[C@H](O)Cn1ccccc1=O)C1(c2ccc(Cl)cc2)CCCC1	-3
Cc1cc(C(=O)NCc2nn(C3CCCC3)c3c2CCCC3)c(C)o1	9
CCOc1ccc(S(=O)(=O)Nc2ccc3c(c2)N(CC)C(=O)C(C)(C)CO3)cc1C	12
CN(C)c1nccnc1OC1CCCN(C(=O)C2CC=CCC2)C1 (configuration not stated)	-9
O=C(NCc1ccccc1Cl)C(=O)Nc1ccc(F)c([N+](=O)[O-])c1	-5
O=C(Nc1nc(-c2cccc3ccccc23)cs1)c1ccc2c(c1)CCCC2	-6
COc1ccc(S(=O)(=O)N2CCC(N3CCc4sccc4C3)CC2)cc1F	3
CC1(C)CC(=O)c2sc(NC(=O)c3cccc(N4C(=O)CCC4=O)c3)nc2C1	7
O=C(CS(=O)(=O)Cc1ccccc1)Nc1nc(-c2ccccc2)c(C(=O)c2ccccc2)s1	6
COc1cccc(CNC(=O)CSc2n[nH]c(=O)c3cc(-c4ccco4)nn23)c1	-11
COc1ccc(-c2cc(=O)n(CC(=O)Nc3ccccn3)cn2)cc1	-7
CC(C)(C)C(=O)C(O)C(C)(C)C (configuration not stated)	-12
O=C(NN=Cc1cc(Cl)cc([N+](=O)[O-])c1O)c1cc(-c2ccccn2)nc2ccccc12	6
CON=C(CS(=O)Cc1ccccc1Cl)c1ccc(Cl)cc1Cl (configuration not stated)	-14

Shown as comma-separated lines: entries from further up.
SMILES,PriA SSB inh
COc1ccc(S(=O)(=O)c2c(C)cc(C)n(CC(=O)NCc3ccccc3Cl)c2=O)cc1,-3
COc1cccc2sc(N(C)CC(=O)NCCC3=CCCCC3)nc12,3
CCN(CC)c1ccc2cc(-c3nnc(-c4ccc(C)cc4)o3)c(=O)oc2c1,-16
COc1ccc(C(=O)Nc2ccc(SCC(=O)N3CCCC3)nn2)c(OC)c1,-6
CCS(=O)(=O)Nc1ccc2c(c1)N(CCOC)CCC2,-14
O=C(Nc1ccccc1Cc1nc(-c2cccs2)no1)c1cc(C2CC2)on1,-2
O=C(NC[C@H](O)Cn1ccccc1=O)C1(c2ccc(Cl)cc2)CCCC1,-3
Cc1cc(C(=O)NCc2nn(C3CCCC3)c3c2CCCC3)c(C)o1,9
CCOc1ccc(S(=O)(=O)Nc2ccc3c(c2)N(CC)C(=O)C(C)(C)CO3)cc1C,12
CN(C)c1nccnc1OC1CCCN(C(=O)C2CC=CCC2)C1 (configuration not stated),-9
O=C(NCc1ccccc1Cl)C(=O)Nc1ccc(F)c([N+](=O)[O-])c1,-5
O=C(Nc1nc(-c2cccc3ccccc23)cs1)c1ccc2c(c1)CCCC2,-6
COc1ccc(S(=O)(=O)N2CCC(N3CCc4sccc4C3)CC2)cc1F,3
CC1(C)CC(=O)c2sc(NC(=O)c3cccc(N4C(=O)CCC4=O)c3)nc2C1,7
O=C(CS(=O)(=O)Cc1ccccc1)Nc1nc(-c2ccccc2)c(C(=O)c2ccccc2)s1,6
COc1cccc(CNC(=O)CSc2n[nH]c(=O)c3cc(-c4ccco4)nn23)c1,-11
COc1ccc(-c2cc(=O)n(CC(=O)Nc3ccccn3)cn2)cc1,-7
CC(C)(C)C(=O)C(O)C(C)(C)C (configuration not stated),-12
O=C(NN=Cc1cc(Cl)cc([N+](=O)[O-])c1O)c1cc(-c2ccccn2)nc2ccccc12,6

Going on with the list.
SMILES	PriA SSB inh
O=C(c1ccco1)C1CC1	-16
Nn1cnnc1NN=Cc1ccccc1C(F)(F)F	-2
CCOC(=O)c1c(NC(=O)c2cccc3ccccc23)sc2c1CCCC2	-11
COc1cccc2cc(C(=O)Nc3nc(-c4ccncc4)cs3)oc12	0
Cc1cc(C)n(C(=O)C(C#N)=NNc2ccccc2[N+](=O)[O-])n1	-1
COc1ccccc1Cn1c(C(=O)O)cc2ccccc2c1=O	-7
O=C1C(=O)N(CCCN2CCOCC2)C(c2ccc(F)cc2)C1=C(O)c1ccccc1 (configuration not stated)	-7
O=C(NCCn1nc(-n2cncn2)ccc1=O)c1cc(-c2ccco2)[nH]n1	-9
Cc1nn(-c2ccccc2)c(C)c1C=NNC(=O)CSc1nnc(SCc2cccc3ccccc23)s1	1
Cn1c(SCC(=O)NCCCc2ccccc2)nc2cc(-c3ccccc3)sc2c1=O	-13
O=C(Cc1noc2ccccc12)Nc1ccccc1-c1ccc(=O)[nH]n1	-9
c1ccc(-c2ccc(-c3csc4ncnc(N5CCCCCC5)c34)cc2)cc1	-3
CC1(C)CC(NC(=O)C23CCC(C)(C(=O)C2Br)C3(C)C)CC(C)(C)N1 (configuration not stated)	2
CC(Cn1nnc([N+](=O)[O-])n1)=NNC(=O)c1ccc(Cl)c(Cl)c1	-9
COCCc1noc(C(N)CCS(C)(=O)=O)n1 (configuration not stated)	28
Cc1ccc(N2CCn3c2nn(CC(=O)NCC2CCCO2)c(=O)c3=O)cc1 (configuration not stated)	5
CCOC(=O)C(=O)Nc1cc(C)nn1-c1nc(-c2cccc(OC)c2)cs1	-10
Cc1nc(-c2ccccc2)sc1CNC(=O)c1ccc(Br)o1	2
COc1ccc(N(C)c2nnc(-c3ccc(NC(=O)c4ccc(F)cc4F)cc3)s2)cc1	-15
Cc1cccc(OCC(=O)Nc2cc(-c3cccs3)nn2-c2nc(C)c(C)c(=O)[nH]2)c1	-11
Cc1sc2ncnc(-n3ncc(C#N)c3N)c2c1-c1ccc(F)cc1	-7
O=C(CN1CCN(Cc2ccccc2)CC1)NC1C2CC3CC(C2)CC1C3 (configuration not stated)	5
O=C(O)C(=O)Nc1cccc(-c2nn[nH]n2)c1	-1
NC[C@@H](c1ccco1)N1CCOCC1	-14
O=[N+]([O-])c1cc(Cl)c2ncccc2c1	35
Cc1nnsc1C(=O)O	-12&-6
Cc1csc(NC(=O)CSc2nnc(NC(=O)c3cccc(C(F)(F)F)c3)s2)n1	-9
CN(c1ccc(Cl)cc1)S(=O)(=O)c1ccsc1-c1nc(-c2ccc3c(c2)OCO3)no1	-1
COc1ccc(Cl)cc1NC(=O)CSc1nccn2nc(-c3ccccc3OC)cc12	-22
COc1ccccc1C(=O)N1CCN(c2oc(-c3ccccc3Cl)nc2C#N)CC1	21
COc1ccc(OC)c2sc(N3CCN(C(=O)CS(=O)(=O)c4ccc(Cl)cc4)CC3)nc12	12
COc1cc(C(=O)NCc2cccs2)ncn1	1
Cc1ccc(Cn2c(N3CCOCC3)nc3cc(C(=O)NCC(C)c4ccccc4)ccc3c2=O)cc1 (configuration not stated)	12
S=c1[nH]nc(-c2n[nH]c3c2CCC3)n1N=C/C=C/c1ccccc1	-9
O=C(CCc1ccccc1)Nc1nc(CN2CCc3ccccc3C2)cs1	10
O=C(Nc1c(C(=O)Nc2ccc3c(c2)OCCO3)oc2ccccc12)c1cccc(C(F)(F)F)c1	-17
CCN(C=Nc1sc2c(c1C#N)CCCCC2)CC	-3
Cc1ccc(Cc2cnc(NC(=O)C3=Cc4ccccc4OC3)s2)cc1	-5
O=C(c1csc(Nc2ccccc2)n1)N1CCN(c2ccccc2Cl)CC1	10
CCc1nnc(NN=Cc2c(Cl)cccc2Cl)n1N	-4
Cc1ccc(C)c(Cn2cnc3c(cnn3C3CCS(=O)(=O)C3)c2=O)c1 (configuration not stated)	-8
Cc1nc(-c2ccccc2)sc1CNC(=O)c1ccccn1	-2
Cc1cc(C(=O)Nc2nnc(-c3cc(Cl)sc3Cl)o2)no1	2
C#CCn1c(=NC(=O)CC)sc2cccc(OC)c21	0
CCOC(=O)c1[nH]c(C)c(C(O)=C2C(=O)C(=O)N(CCCn3ccnc3)C2c2ccncc2)c1C (configuration not stated)	-2
O=C(C[C@@H]1C/C=C/C[C@H](Cc2ccc(F)cc2)C(=O)OC[C@H]2CCCN2C1=O)NCCO	0
O=C(c1ccc(Cl)s1)N1CCC(n2ccnn2)CC1	-15
O=C(NCc1cccnc1)C1CCN(c2ccc(-c3ccccc3)nn2)CC1	-20
C=c1ccccc1=C1NN=C(NC(=O)C(CC)SCC(=O)OC)S1 (configuration not stated)	0
CN(C)c1cccc(C(=O)N(Cc2ccoc2)Cc2cccs2)c1	28
Cn1ccnc1C(=NNC(=O)c1ccc(O)cc1)c1cccc([N+](=O)[O-])c1	-3
CCOCCn1c(=NC(=O)c2cccc([N+](=O)[O-])c2)sc2cc(OC)c(OC)cc21	-3
COc1ccc(CC(=O)Nc2ccc(-n3nnn(CC(=O)NCc4ccco4)c3=O)cc2)cc1OC	-12
CN1CCN(c2nc3ccc(NC(=O)Cc4ccc(F)cc4)cc3s2)CC1	-24
COc1ccc(Cl)cc1NC(=O)Cn1nc2c(cc1=O)CCCC2	0
O=S(=O)(NCc1cncc(-c2cccs2)c1)c1ccccc1Cl	-5
Cc1cccc(OCCCSCc2nc3ccccc3[nH]2)c1	-9
CCNc1cc(C)nc(N2CCN(C(=O)CCc3ccccc3)CC2)n1	-3
CCOC(=O)C1CCN(Cc2c(NC(=O)c3ccco3)sc(C)c2C)CC1	4
CCOc1ccc(C(=NO)C(C)NO)cc1 (configuration not stated)	-10
Next entries follow.
SMILES	PriA SSB inh
COc1ncccc1C(=O)N1Cc2cnc(N3CCOCC3)nc2C1	1
Cn1cccc(C(=O)N2CCC(c3nnc(C(F)(F)F)o3)CC2)c1=O	-17
Cn1ccc(C(=O)Nc2ccc3c(c2)C(=O)NC3=O)n1	-10&-3
O=C1CCC(C(=O)Nc2nc3c(s2)CCCC3)N1 (configuration not stated)	8
O=C(/C=C\c1ccc2c(c1)OCO2)Nc1nnc(SCC(=O)N2CCc3ccccc32)s1	-2
Cc1cc(C(=O)c2ccccc2)ccc1OC(=O)C(C)(C)C	-49
Cc1ccc(C(=O)/C=C/c2ccc(-c3ccc(F)cc3)o2)o1	7
O=C(NCCn1nc(-c2ccncc2)ccc1=O)c1ccc(F)c(F)c1	-10
COC(=O)c1ccccc1NC(=O)CC(NCCN(C)C)C(=O)O (configuration not stated)	-14
CCOC(=O)c1ccc(OCC2c3cc(OC)c(OC)cc3CCN2C(=O)Nc2cccc(C)c2)cc1 (configuration not stated)	11
O=C(Cc1ccc(F)cc1)Nc1cccc(N2CCCS2(=O)=O)c1	-6
COc1ccc(CNC(=O)CSc2nc3c(-c4ccc(C)cc4)csc3c(=O)n2C)cc1	4
CO[C@@H](CNC(=O)C(=O)Nc1cc(Cl)ccc1C#N)c1ccccc1C	-5
Fc1cc(F)c2nc(NCc3ccccn3)sc2c1	-5&20
O=C(NCC1CCN(C(=O)COc2ccccc2)CC1)c1cncc(Br)c1	-5
Cc1n[nH]c(C)c1S(=O)(=O)NCC[C@H]1CCCCN1S(=O)(=O)c1cccs1	-14
Cc1cc(=O)[nH]c(-n2nc(C)c(CCC(=O)NCCc3ccccc3)c2C)n1	-4
CCCCc1cc(=O)oc2c(C)c(OCC(=O)N3C[C@H]4C[C@H](C3)c3cccc(=O)n3C4)ccc12	-8
COc1cccc(CCNC(=O)C2CS(=O)(=O)CN2C(=O)c2ccccc2)c1 (configuration not stated)	-9
COc1ccc(C)c2sc(NC(=O)c3ccc([N+](=O)[O-])s3)nc12	-6
O=C(O)c1cc(=O)c2cc(Br)ccc2o1	-5
Cc1c(OC(=O)N2CCOCC2)ccc2c(=O)c(-c3nc4ccccc4s3)coc12	-28
CN(C)Cc1c(C(=O)NN=Cc2cccc(OCc3c(F)cccc3Cl)c2)nnn1-c1nonc1N	-6
Cn1cccc1[C@@H](O)CCNC(=O)c1ccc(OC(F)(F)F)cc1	2
O=C(CN(Cc1ccccc1)S(=O)(=O)c1ccc2c(c1)OCCO2)NN=Cc1cccc(Br)c1	-16
COc1ccc(OC)c(-c2cc(C(=O)NC[C@@H](c3ccccc3Cl)N(C)C)n(C)n2)c1	8
CO[C@@H](CNC(=O)c1ccco1)c1ccccc1C	-11
COc1ccc2oc(-c3csc(NC(=O)c4ccc(N5C(=O)CCC5=O)cc4)n3)cc2c1	6
O=C(COc1ccc(C=NNC(=O)c2ccncc2)cc1)Nc1ccccc1	-5
O=C(c1ccccc1F)N1CCC(CNS(=O)(=O)c2ccc(OC(F)(F)F)cc2)CC1	-9
Cc1ccc(NC(=O)c2ccc(=O)n(C)n2)cc1F	-22
COC1(CNC(=O)c2ccccc2SC)CCSC1 (configuration not stated)	-1
COC(C(=O)NN=Cc1ccc(OCC(=O)N2CCOCC2)cc1)c1ccccc1 (configuration not stated)	-4
Cn1cccc(C(=O)NCCn2ccc(-c3ccsc3)n2)c1=O	2
CC(C)c1ccc(/C=C(\C#N)C(=O)Nc2cccc(Br)c2)cc1	16
CCOC(=O)c1csc(NC(=O)CCc2ccccc2)n1	4
O=C(c1ccccc1Oc1ccccc1)N(Cc1cccnc1)c1nc2cc3c(cc2s1)OCCO3	-9
CCOC(=O)C1CCN(C(=O)Cc2csc(NS(=O)(=O)c3ccc(C)cc3)n2)CC1	0
CCCCCNC(=O)C(=O)Nc1ccccc1OC	-27
O=C(Cc1cccs1)N1CCN(c2ccc(-c3ccccc3)nn2)CC1	13
COc1ccc(S(=O)(=O)NCC[C@H](O)c2ccccc2)cc1C	-16
Cc1ccc(OCC(=O)NN=Cc2c[nH]c3ccccc23)c([N+](=O)[O-])c1	-4
O=C(CSc1cn(Cc2ccc(Br)cc2)c2ccccc12)Nc1ccc2c(c1)OCO2	-8&2
Cc1cccc(NC(=O)C2CN(C(=O)c3ccc4c(c3)OCO4)C2)n1	-1
O=C(COc1ccc(F)cc1F)N1CCN(c2ccc3nnc(-c4ccco4)n3n2)CC1	3
COC(=O)c1sc2cccc(F)c2c1S(=O)(=O)Nc1ccccc1OC	-7
O=C(Nc1cccnc1)c1c[nH]c(=O)n(Cc2cccs2)c1=O	-13
O=C1COc2ccc(Cl)cc2N1Cc1nc(-c2ccc(OC(F)(F)F)cc2)no1	-36&-2
Cc1cc(C)n(CCN(C(=O)C2=COCCO2)c2nc3ccccc3s2)n1	0
O=c1cnnc(NN=Cc2ccc3c(c2)OCO3)[nH]1	-2
